CAL PDZ FP-1: inhibitors of human CAL PDZ peptide binding; Q9HD26; purified CAL PDZ, TMR-peptide fluorescence polarization, 1 h; inhibition, % at 24.9 µM; 300,000 compounds, 0.92% hits; AID 602252;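 active = mean inhibition of at least 30% with at least half of replicates also reaching 30%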;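 note: 0% = DMSO neutral control and 100% = excess unlabeled competitor peptide PRC23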
PKA-R2B activ: activates the human PKA-R2B holoenzyme complex; PKA-R2B holoenzyme dissociation, Cy5-IP20 fluorescence polarization; R2B truncated from residue 108, S112A mutant; 0% DMSO only, 100% 113 µM cGMP; activation, % at 11.4 µM; 340,000 compounds, 0.079% hits; AID 504700;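 active = activation above a cutoff set at the mean over all compounds plus 3 SD, cut at about 18% in these data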;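 note: higher means more holoenzyme dissociation and a rise in polarization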
Target sequence (P31323 whole entry, looked up, other chains not shown, the tested form may be a part): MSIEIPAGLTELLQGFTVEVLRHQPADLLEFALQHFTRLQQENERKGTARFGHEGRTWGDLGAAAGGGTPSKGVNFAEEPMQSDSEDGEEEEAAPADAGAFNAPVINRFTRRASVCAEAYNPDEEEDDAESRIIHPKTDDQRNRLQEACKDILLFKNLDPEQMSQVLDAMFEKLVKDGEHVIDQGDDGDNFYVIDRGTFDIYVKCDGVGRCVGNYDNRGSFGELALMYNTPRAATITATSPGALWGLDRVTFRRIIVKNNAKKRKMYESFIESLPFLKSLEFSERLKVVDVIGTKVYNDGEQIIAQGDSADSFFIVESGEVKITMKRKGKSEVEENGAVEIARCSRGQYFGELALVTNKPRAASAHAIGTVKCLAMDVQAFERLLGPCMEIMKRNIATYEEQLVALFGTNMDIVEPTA
CAL PDZ FP-2: blocks peptide binding to human CAL PDZ domain. AID 504414. inhibition, % at 20 µM. 330,000 compounds, 0.02% hits. Q9HD26. purified CAL PDZ, TMR-peptide fluorescence polarization, 1 h;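 active = highest replicate inhibition of at least 40%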;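 note: plate controls were DMSO neutral control wells for no effect and unlabeled competitor peptide control wells for full effect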
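System: tagged CAL PDZ domain. Schedule: 1 h room-temperature incubation prior to read. Signal: fluorescence polarization (mP). Measure: percent inhibition from loss of millipolarization.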
RTF Ca sens act: cardiac RTF calcium sensitization. P19429+P45379. AID 493008. activation, % at 7.2 µM. 340,000 compounds, 0.24% hits. IANBD-labeled TnC RTF fluorescence at EC20 calcium; 0% EC20 calcium, 100% full calcium;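 active = activation above the mean over all tested compounds plus 3 SD, cut at about 30% in these data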;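 note: rise in fluorescence read as greater calcium sensitivity of cardiac thin filaments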
Cardiac RTF inh: cardiac RTF calcium desensitization. inhibition, % at 7.15 µM. AID 493244. IANBD-labeled cardiac RTF, Ca2+ fluorescence. 340,000 compounds, 0.12% hits. P19429+P45379;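 active = inhibition above the mean inhibition of all tested compounds plus 3 SD, cut at about 17% in these data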;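 note: assay run at fixed EC70 calcium of 1.6 mM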
C-LANA FP: inhibitors of KSHV LANA C-terminal domain DNA binding. MBP-C-LANA/FAM-LBS DNA binding, fluorescence polarization. inhibition, % at 9 µM. 340,000 compounds, 0.078% hits. AID 504423;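 active = highest replicate inhibition at or above 60% at 9 µM, even if other replicates fall short; inactive = all replicates below 60% inhibition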;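 note: 0% = neutral control wells and 100% = 4 µM acridine orange control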
SR-BI DiI-HDL act: activators of SR-BI mediated HDL lipid uptake; CHO ldlA[mSR-BI] cells, DiI-HDL uptake fluorescence, 3 h; 100 = double the neutral-control signal; activation, % at 12.5 µM; 320,000 compounds, 0.096% hits;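 active = mean replicate activation of at least 60% and every replicate at or above 60%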;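 note: 0% = median plate neutral-control signal and 100% = twice that signal; values of inactives mirror those of a sister screen read the other way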
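System: CHO ldlA[mSR-BI] cells / Medium: HEPES-buffered (25 mM, pH 7.4) F12 plus 0.5% BSA / Probe or stimulus: labelled HDL, 10 µg/mL / Doses: single compound concentration, delivered by pin transfer / Schedule: 3 h, 37 °C / Measured by: DiI fluorescence, bottom read / Measure: cell-associated DiI fluorescence as measure of HDL uptake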
Keap1-Nrf2 PPI: Keap1-Nrf2 (human) interaction inhibition; Q14145; Keap1 Kelch-Nrf2 peptide fluorescence polarization, 1536-well; inhibition, % at 9.4 µM; 340,000 compounds, 0.15% hits; in the data active = inhibition above about 12%;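 note: human Keap1 Kelch domain with fluorescein labeled Nrf2 9mer peptide probe; 0% = neutral control wells and 100% = peptide positive control; higher means more block of Keap1 binding to Nrf2 peptide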
DAGLB inh: blocks human DAGLB lipase activity. Q8NCG7. HEK293T DAGLB membrane lysate, EnzChek fluorogenic substrate. inhibition, % at 5.17 µM. 340,000 compounds, 0.059% hits. AID 504411; in the data active = inhibition above about 34%;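 note: 0% = enzyme with vehicle and 100% = wells lacking enzyme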
Target sequence (Q8NCG7 whole entry, looked up): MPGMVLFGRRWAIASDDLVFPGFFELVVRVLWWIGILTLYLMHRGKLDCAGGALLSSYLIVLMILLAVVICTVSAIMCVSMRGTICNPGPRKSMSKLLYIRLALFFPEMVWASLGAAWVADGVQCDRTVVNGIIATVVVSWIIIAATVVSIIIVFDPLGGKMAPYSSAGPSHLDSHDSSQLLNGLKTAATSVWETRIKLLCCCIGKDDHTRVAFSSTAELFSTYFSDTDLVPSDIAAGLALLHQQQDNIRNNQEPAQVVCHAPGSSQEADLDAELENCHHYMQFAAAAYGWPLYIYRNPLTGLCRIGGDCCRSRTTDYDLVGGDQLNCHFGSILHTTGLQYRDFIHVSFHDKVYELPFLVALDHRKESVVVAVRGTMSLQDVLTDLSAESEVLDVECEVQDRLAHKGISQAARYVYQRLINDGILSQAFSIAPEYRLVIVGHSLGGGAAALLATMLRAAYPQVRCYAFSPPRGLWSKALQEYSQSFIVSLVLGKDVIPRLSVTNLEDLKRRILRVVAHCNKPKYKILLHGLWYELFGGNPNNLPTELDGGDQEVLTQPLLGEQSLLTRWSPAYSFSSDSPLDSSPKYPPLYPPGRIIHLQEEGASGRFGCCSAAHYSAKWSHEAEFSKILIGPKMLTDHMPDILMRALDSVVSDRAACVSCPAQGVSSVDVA
Rtt109 Vps75: inhibitors of Candida albicans Rtt109/Vps75 histone acetyltransferase. Q5AAJ8. purified Rtt109/Vps75, ThioGlo CoA-SH fluorescence, 4 h. inhibition, % at 34.9 µM. 330,000 compounds, 0.16% hits;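 active = inhibition of at least 50% in every replicate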
An asterisk follows results filed as active; x = not tested or not shown.

1. O=C1/C(=C\c2ccc(-c3ccccc3Cl)o2)SC(=S)N1CC1CCCO1 (centres undefined)
2. COc1ccc2[nH]cc(C(=O)CN3CCCC(C)C3)c2c1 (centres undefined)
3. O=C(CNS(=O)(=O)c1ccccc1)NNC(=O)C(Cl)Cl
4. COc1cc(/C=N/c2oc(-c3ccccc3)cc2C#N)ccc1O
5. O=C(Cc1ccc(F)cc1)N[C@@H]1c2ccccc2CC[C@@H]1OCc1ccccc1

screen / no.	1	2	3	4	5
CAL PDZ FP-1	-4	-11	6	x	-3
PKA-R2B activ	-16	3	-4	7	6
CAL PDZ FP-2	-2.1	-0.8	-0.1	0.1	0.0
RTF Ca sens act	-5	-1	1	6	-7
Cardiac RTF inh	1	-6	-6	-3	-7
C-LANA FP	1.1	-0.8	0.3	-0.5	-0.3
SR-BI DiI-HDL act	-15	19	29	-1	11
Keap1-Nrf2 PPI	4	1	-2	-1	0
DAGLB inh	-2	0	-2	3	-2
Rtt109 Vps75	-8	6	2	-7	-2

6. Cc1ccc(CSC2=NCCN2C(=O)C(C)Oc2ccccc2)cc1 (centres undefined)
7. Cc1cc(C)nc(SC2CCCCC2O)n1 (centres undefined)
8. Cc1ccc2[nH]c(=O)c(CN(CCCN3CCOCC3)Cc3nnnn3C3CCCC3)cc2c1
9. C=C(C)CC1(NC(C)c2ccccc2)CCCCC1 (centres undefined)
10. CCOC(=O)C1=C(CSc2nc(-c3ccncc3)ccc2C#N)OC(N)=C(C#N)C1c1ccc(OC)cc1 (centres undefined)

screen / no.	6	7	8	9	10
CAL PDZ FP-1	2	-6	-4	-2	-3
PKA-R2B activ	9	-4	-3	-1	2
CAL PDZ FP-2	-1.6	0.1	-0.3	0.4	-2.2
RTF Ca sens act	7	-1	4	-5	0
Cardiac RTF inh	-12	-2	-9	4	-13
C-LANA FP	3.7	0.8	-0.2	1.1	1.0
SR-BI DiI-HDL act	-6	13	22	51	21
Keap1-Nrf2 PPI	-3	1	-6	-4	-2
DAGLB inh	2	-1	2	-5	0
Rtt109 Vps75	-8	-4	-1	1	31

11. COc1ccc(C(CC(=O)c2ccc(C)cc2)Nc2ccc([N+](=O)[O-])cc2)cc1 (centres undefined)
12. COCCN(CC(=O)NCc1ccccc1)C(=O)CCC(=O)Nc1ccccn1
13. COc1ccccc1N(CC(=O)NCC(C)C)S(=O)(=O)c1cccs1
14. COc1ccccc1NC(=O)/C(=N/OCc1ccc(C#N)cc1)C(C)=O
15. CCCc1cc(=O)[nH]c(SCc2csc(-c3ccccc3)n2)n1

screen / no.	11	12	13	14	15
CAL PDZ FP-1	-5	-6	1	-9	1
PKA-R2B activ	0	-2	-13	x	-3
CAL PDZ FP-2	0.5	-0.2	-0.8	-0.4	-1.6
RTF Ca sens act	-1	1	3	x	7
Cardiac RTF inh	-2	3	-2	x	-7
C-LANA FP	1.0	0.8	-0.3	-0.8	-0.4
SR-BI DiI-HDL act	-1	-8	11	-23	22
Keap1-Nrf2 PPI	0	3	1	-1	2
DAGLB inh	-5	-5	0	x	-1
Rtt109 Vps75	3	16	1	-3	-4

16. Cc1ccccc1-n1cc(-c2ccc(Br)cc2)nc1SCC(N)=O
17. O=C(CN(C(=O)c1csnn1)c1ccccc1Cl)NC1CCCCC1
18. CC1=NN(C(=O)Cn2ccc([N+](=O)[O-])n2)C(O)(C(F)(F)F)C1 (centres undefined)
19. CC(C)CC(=O)NC(c1cccs1)c1ccc2cccnc2c1O (centres undefined)
20. CC(=O)NCCc1c(C)n(Cc2ccccc2)c2ccccc12

screen / no.	16	17	18	19	20
CAL PDZ FP-1	x	6	-1	-4	-1
PKA-R2B activ	x	7	4	3	1
CAL PDZ FP-2	-0.1	-2.7	-0.3	0.2	1.6
RTF Ca sens act	x	3	3	1	1
Cardiac RTF inh	x	-40	2	1	-5
C-LANA FP	-1.3	0.3	1.8	0.7	-4.1
SR-BI DiI-HDL act	-8	x	-4	-6	1
Keap1-Nrf2 PPI	4	0	-2	-1	5
DAGLB inh	x	2	2	21	3
Rtt109 Vps75	0	0	-22	7	1

21. Cn1cc(CNC(=O)c2cc(-c3ccccc3)nc3ccc(Br)cc23)cn1
22. CCn1ncc(/C=N/O)c1C
23. CCCCN(CC)C(=O)c1cc2cc3ccc(OC)cc3nc2o1
24. COc1ccc2c(c1)OC[C@H]1[C@H]2N2C(=O)c3cc(C)ccc3NC(=O)[C@@]2(C)[C@H]1c1ccccc1
25. COc1ccc(C(=O)NCc2nnc(SCC(=O)N3CCCC3)o2)cc1OC

screen / no.	21	22	23	24	25
CAL PDZ FP-1	0	0	-2	-2	-3
PKA-R2B activ	3	-10	3	-3	2
CAL PDZ FP-2	0.3	-0.1	-2.1	1.3	0.4
RTF Ca sens act	-1	-2	-1	-4	-6
Cardiac RTF inh	13	2	-9	-21	-7
C-LANA FP	-0.2	-0.2	-1.2	-0.3	-1.6
SR-BI DiI-HDL act	-41	23	-34	-38	20
Keap1-Nrf2 PPI	-3	-5	-3	0	-4
DAGLB inh	-4	0	-7	4	1
Rtt109 Vps75	-1	1	-39	0	-11

Full records, looked up by structure:
CCCCN(CC)C(=O)c1cc2cc3ccc(OC)cc3nc2o1 across the screens: CAL PDZ FP-1: -2; PKA-R2B activ: 3; CAL PDZ FP-2: -2.1; RTF Ca sens act: -1; Cardiac RTF inh: -9; C-LANA FP: -1.2; SR-BI DiI-HDL act: -34; Keap1-Nrf2 PPI: -3; DAGLB inh: -7; Rtt109 Vps75: -39
CCn1ncc(/C=N/O)c1C across the screens: CAL PDZ FP-1: 0; PKA-R2B activ: -10; CAL PDZ FP-2: -0.1; RTF Ca sens act: -2; Cardiac RTF inh: 2; C-LANA FP: -0.2; SR-BI DiI-HDL act: 23; Keap1-Nrf2 PPI: -5; DAGLB inh: 0; Rtt109 Vps75: 1

Next records follow:
26. CC1Cc2ccccc2N1Cc1nc2cc(C(F)(F)F)ccc2c(=O)[nH]1 (centres undefined)
27. Cn1c(=O)c(C(=O)Nc2ncccn2)c(O)c2ccccc21
28. Cc1cc(N(CC(=O)NC(C)C)S(C)(=O)=O)ccc1Br
29. CCOC(=O)N1CCC(NC(=O)CC(NS(=O)(=O)c2ccc(C)cc2)c2ccco2)CC1 (centres undefined)
30. Cc1cc(N2CCN(C)CC2)nc2ccc(NC(=O)CCC(=O)N3CCN(c4ccc([N+](=O)[O-])cc4)CC3)cc12

screen / no.	26	27	28	29	30
CAL PDZ FP-1	-4	35*	-1	-6	-1
PKA-R2B activ	-6	-6	-24	0	-4
CAL PDZ FP-2	2.6	-1.1	-0.8	-0.8	-1.2
RTF Ca sens act	3	6	5	3	0
Cardiac RTF inh	3	-3	3	0	-9
C-LANA FP	3.3	-0.8	-0.1	-0.2	-1.1
SR-BI DiI-HDL act	-13	13	20	3	-18
Keap1-Nrf2 PPI	-3	3	-3	-2	-6
DAGLB inh	4	-3	3	-2	-2
Rtt109 Vps75	-2	-5	-2	-5	-4

31. COc1ccc(-c2cn3c(C)c(C(=O)Nc4ccncc4)sc3n2)cc1
32. CC(C)N1CCN(Cc2ccc3c(c2)Cc2ccccc2-3)CC1CCO (centres undefined)
33. Cc1cccc(CCNS(=O)(=O)c2ccc3c(c2)n(C)c(=O)c(=O)n3C)c1
34. COc1ccc(/C=C/C(=O)Nc2ccccc2C)cc1S(=O)(=O)N1CCOCC1
35. CCOC(=O)C(C)n1cnc2scc(-c3ccc(C)c(C)c3)c2c1=O (centres undefined)

screen / no.	31	32	33	34	35
CAL PDZ FP-1	-12	-1	x	-5	-7
PKA-R2B activ	-4	-1	-8	-6	0
CAL PDZ FP-2	-1.1	-2.6	-0.5	x	-1.1
RTF Ca sens act	0	0	0	-1	1
Cardiac RTF inh	-3	-11	-3	-16	-2
C-LANA FP	0.6	-0.9	0.1	-0.1	1.7
SR-BI DiI-HDL act	-83	-5	-10	x	-24
Keap1-Nrf2 PPI	-11	2	1	-5	1
DAGLB inh	-3	0	0	-2	-5
Rtt109 Vps75	-17	10	2	-1	-4

Overlap with the part before: 2 compounds, followed by the next part.
34. COc1ccc(/C=C/C(=O)Nc2ccccc2C)cc1S(=O)(=O)N1CCOCC1
35. CCOC(=O)C(C)n1cnc2scc(-c3ccc(C)c(C)c3)c2c1=O (centres undefined)
36. Cc1c(C(=O)Nc2ccc3oc(-c4cccnc4)nc3c2)oc2ccccc12
37. O=C(CSCCO)Nc1cccc2ccccc12
38. CCOc1ccc2nc(N3CCC(C(=O)NC4CCCCC4)CC3)sc2c1
39. O=C(OCc1nnc(-c2ccccc2)o1)c1cccc(S(=O)(=O)N2CCOCC2)c1
40. CCc1ccc(N2CC(O)=C(c3nc4ccccc4c(=O)[nH]3)C2=N)cc1

screen / no.	34	35	36	37	38	39	40
CAL PDZ FP-1	-5	-7	-8	-1	0	2	9
PKA-R2B activ	-6	0	-2	-1	-6	-2	1
CAL PDZ FP-2	x	-1.1	-2.8	-2.2	-1.7	-1.6	-1.4
RTF Ca sens act	-1	1	0	3	-6	3	7
Cardiac RTF inh	-16	-2	-4	-9	7	-3	-8
C-LANA FP	-0.1	1.7	1.9	1.2	0.4	-0.1	-0.1
SR-BI DiI-HDL act	x	-24	-35	-4	-52	-6	-12
Keap1-Nrf2 PPI	-5	1	0	-5	-3	-3	-5
DAGLB inh	-2	-5	-1	1	-1	-1	-2
Rtt109 Vps75	-1	-4	-19	2	0	2	6

41. Cc1cc(C)c2c(CC(=O)NC3CCS(=O)(=O)C3)coc2c1 (centres undefined)
42. Cc1ccc(NC(=O)CSc2nnc(COc3ccc(C#N)cc3)n2-c2ccccc2)cc1C
43. O=C(c1ccccc1)N1CCN(CC(O)COC2CCCCC2)CC1 (centres undefined)
44. COc1ccc(S(=O)(=O)NNC(=S)NCCc2ccccc2)c(OC)c1
45. COc1ccc(NS(=O)(=O)c2ccc(-c3coc(C)n3)cc2)c(OC)c1
46. O=C(NC1CCCc2ccccc21)C1CCN(S(=O)(=O)c2ccccc2)CC1 (centres undefined)

screen / no.	41	42	43	44	45	46
CAL PDZ FP-1	-1	0	-7	-5	-2	-4
PKA-R2B activ	-2	4	1	-3	0	1
CAL PDZ FP-2	-1.5	0.0	0.9	-2.0	0.0	-2.3
RTF Ca sens act	-7	-6	-4	5	1	13
Cardiac RTF inh	2	-14	-5	-1	-6	-5
C-LANA FP	1.1	-0.1	0.3	-1.8	1.0	-0.6
SR-BI DiI-HDL act	33	-31	-5	19	33	1
Keap1-Nrf2 PPI	-2	3	-2	-7	0	-1
DAGLB inh	0	-1	2	1	1	1
Rtt109 Vps75	-8	11	0	-1	0	6

Screening results: PubChem BioAssay, several laboratories
